M18AAP inhibitor: blocks P. falciparum M18 aspartyl aminopeptidase; recombinant PfM18AAP, H-Glu-NHMec fluorogenic cleavage; inhibition, % at 7.35 µM; 290,000 tested, 1.2% active;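 active means inhibition above the campaign mean inhibition over all tested compounds plus 3 SD, cut at about 28% in these data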;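 further: 0% = plate median of test compound wells and 100% = 2 mM ZnCl2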
MEKK2 mut-MEK5: signal of MEK5 binding to mutant human MEKK2 PB1 domain | percent response, % at 10 µM | 290,000 tested, 0.35% active | bead flow cytometry, Alexa488-MEK5 binding to MEKK2 mutant | AID 1530; in the data active means percent response above about 24%, passing the limit was not always enough; further: inactives centre near 1; some results filed as inactive read as strong as hits; reference of the scale not given here
GPR7 antag: human neuropeptides B/W receptor 1 antagonism; 290,000 tested, 1.1% active; AID 1861; inhibition, % at 4.4 µM; GPR7-expressing cells, fluorescence antagonist assay; in the data active means inhibition above about 16%, passing the limit was not always enough;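 further: cells stimulated with the agonist NPW; 0% = agonist with vehicle and 100% = vehicle without agonist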
FID counter: fluorescent intercalator displacement, NS3 helicase counter-screen; AID 1845; DNA fluorescent intercalator displacement, fluorescence; 290,000 tested, 0.17% active; inhibition, % at 7.9 µM; in the data active means inhibition above about 37%;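 further: 0% = vehicle and 100% = reference compound; higher means more ethidium bromide displaced from hairpin DNA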
PHOSPHO1 inh: PHOSPHO1 (human) inhibition; Q8TCT1; 290,000 tested, 1.1% active; inhibition, % at 13.3 µM; AID 1565; recombinant PHOSPHO1, absorbance phosphatase assay; in the data active means inhibition above about 60%
Target sequence (Q8TCT1 whole entry, looked up): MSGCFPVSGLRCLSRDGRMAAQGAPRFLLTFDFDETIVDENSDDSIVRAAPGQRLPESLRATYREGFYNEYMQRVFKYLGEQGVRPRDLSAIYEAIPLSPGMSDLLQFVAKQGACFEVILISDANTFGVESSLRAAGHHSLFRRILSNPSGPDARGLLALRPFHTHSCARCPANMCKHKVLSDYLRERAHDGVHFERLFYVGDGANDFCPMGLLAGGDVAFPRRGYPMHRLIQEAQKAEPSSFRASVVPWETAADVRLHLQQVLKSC
NALP1 inh: blocks the NALP1 inflammasome reconstituted in yeast | S. cerevisiae NALP1/ASC/caspase-1 growth, X-gal OD620, 72 h | inhibition, % at 10 µM | 280,000 tested, 0.61% active; in the data active means inhibition mostly above about 24%, no sharp cut-off; inactive means mostly below about 32%; further: some compounds called inactive have numbers as strong as hits
MEKK3 PB1 HTS: MEKK3-MEK5 PB1 interaction, increase or decrease; bead-based flow cytometry, Alexa488-MEK5 binding to MEKK3; actives lie on both sides; 0 = blocked by unlabeled MEK5, 100 = vehicle; 290,000 tested, 1.4% active; binding response (% of control), % at 10 µM;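 active means binding response more than 3 SD above or below the average of its plate-row segment, actives on both sides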;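 further: Alexa488 bead fluorescence after subtracting the streptavidin-only scavenger bead signal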
Target sequence (Q99759 whole entry, looked up): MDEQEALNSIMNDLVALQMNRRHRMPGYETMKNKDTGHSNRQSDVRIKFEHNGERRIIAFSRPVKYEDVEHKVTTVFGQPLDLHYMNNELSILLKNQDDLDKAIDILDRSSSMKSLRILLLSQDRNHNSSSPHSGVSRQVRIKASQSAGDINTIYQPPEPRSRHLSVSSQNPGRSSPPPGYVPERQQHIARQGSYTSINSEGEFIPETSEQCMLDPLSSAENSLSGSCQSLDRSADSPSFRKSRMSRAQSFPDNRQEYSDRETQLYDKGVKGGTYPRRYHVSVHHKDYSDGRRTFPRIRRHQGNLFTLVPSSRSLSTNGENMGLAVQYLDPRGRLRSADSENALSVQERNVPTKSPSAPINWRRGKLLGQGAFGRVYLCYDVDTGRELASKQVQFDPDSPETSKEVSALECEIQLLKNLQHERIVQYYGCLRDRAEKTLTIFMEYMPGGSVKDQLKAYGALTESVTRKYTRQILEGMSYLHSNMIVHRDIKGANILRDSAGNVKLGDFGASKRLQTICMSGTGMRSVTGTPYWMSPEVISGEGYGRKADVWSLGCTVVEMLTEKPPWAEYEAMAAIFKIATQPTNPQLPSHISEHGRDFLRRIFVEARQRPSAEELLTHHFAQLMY
OXTR agonist: activates the human oxytocin receptor; CHO-OTR cells, Fluo-8 calcium fluorescence; normalized: DMSO 0%, oxytocin 100%; activation, % at 3 µM; AID 2435; P30559; 320,000 tested, 0.32% active;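 active means activation above the mean of all tested compounds plus 3 SD, cutoff set per screening run, cut at about 20% in these data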;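 further: peak over basal fluorescence ratio from a 100 s FLIPR kinetic read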
MEKK2wt PB1 HTS: raises or lowers MEK5 binding to wildtype human MEKK2 PB1 domain; binding response (% of control), % at 10 µM; 290,000 tested, 1.1% active; Q9Y2U5; bead flow cytometry, Alexa488-MEK5 binding to MEKK2 WT; actives lie on both sides; in the data active means binding response below about 67% or above about 130%
Starred values were filed as active, the others as inactive; x = no result given; + = active, no number.

SMILES	M18AAP inhibitor	MEKK2 mut-MEK5	GPR7 antag	FID counter	PHOSPHO1 inh	NALP1 inh	MEKK3 PB1 HTS	OXTR agonist	MEKK2wt PB1 HTS
CCOC(=O)C1CCN(Cc2c(O)ccc3ccccc23)CC1	6	3	-6	0	19	14	96	0.3	99
Cc1cccc(-c2oc3ccccc3c2C#CCCCCO)c1	3	-2	3	-12	4	21	102	0.1	98
COc1cccc(OC)c1C(=O)N=c1sc2cc(S(C)(=O)=O)ccc2n1C	2	-2	-6	-4	13	25	102	0.0	96
CC(=O)Nc1nonc1NC(=O)COc1ccccc1	3	-10	-5	-1	15	0	91	-0.3	93
O=C(NCCc1nc2ccccc2[nH]1)/C(=C/c1ccco1)NC(=O)c1ccco1	2	1	-7	-7	-9	26	99	-0.3	100
OC1CN=C2C=CC=CN2C1 (stereo unspecified)	-3	11	-12	4	-5	6	100	-0.4	106
O=C(NCC1CCCCC1)c1cccc(Br)c1	12	2	-1	-18	24	22	101	-1.6	99
CS(=O)(=O)c1ccccc1-c1nc(-c2ccc(C(F)(F)F)cc2)no1	-4	3	-4	-11	20	-3	101	-0.9	106
Cc1ccc(C(C)C)c(OCC(=O)c2c(O)c3ccccc3oc2=O)c1	0	3	-8	-15	x	x	105	-0.1	103
CCOC(=O)c1c(NC(=O)CC)sc(C(C)=O)c1C	4	-7	-9	-9	59	1	92	-1.7	97
O=C(NCCC1=CCCCC1)c1cnsn1	-6	4	-12	-2	16	8	96	-1.5	99
CCN1CCN(Cc2c(O)c(Cl)cc3c(C)cc(=O)oc23)CC1	4	-3	-6	-1	3	-2	97	0.9	98
Cc1ccc(-n2c(SCC(N)=O)nc(O)cc2=O)cc1	-6	-3	-10	-41	-6	19	93	1.0	94
COc1ccc(-c2csc(N(CCc3ccccc3)C(=O)COc3ccccc3)n2)cc1	-13	x	-3	-5	-4	14	x	0.0	x
COc1ccc(N(CC(=O)Nc2cccc(C(=O)O)c2)S(=O)(=O)c2c(C)noc2C)cc1	-4	0	-8	-32	50	-6	98	0.7	98
CC(=O)c1cccc(NS(=O)(=O)c2c(C)noc2C)c1	-13	x	-4	-3	53	-4	x	-0.4	x
Cc1c(NC(=S)NC(=O)c2cc3ccccc3o2)cccc1C(=O)O	2	6	-9	-19	18	-1	104	-0.7	104
NC(=O)c1nsc(C(=O)N(c2ccccc2)C(C(=O)NC2CCCCC2)c2ccc(O)cc2)c1N (stereo unspecified)	-1	1	2	-24	17	9	100	-0.6	96
CC(=O)NCC1CCCN(C(=O)c2oc3c(F)cccc3c2C)C1 (stereo unspecified)	-9	6	-7	-12	11	8	98	-0.4	99
CCn1nnnc1NCc1cccn1C	-2	-4	-5	0	1	-1	102	0.0	92
Cc1ccc(S(=O)(=O)N2CCN(C(=O)CSC3CCCC3)CC2)c(C)c1	1	-1	-1	-24	12	3	100	0.1	97
Cc1nc(N)sc1-c1csc(N(C)c2ccc(O)cc2)n1	33*	7	-11	3	85*	-6	104	4.8	106
c1cc2c(cc1C1CCCCC1)c1c3n2CCN=C3CCC1	9	19	13	7	-16	22	83	2.5	135*
CN(C)S(=O)(=O)c1cccc(C(=O)NCc2cccs2)c1	-7	5	4	1	-34	0	107	-0.6	109
Cc1ccccc1C(=O)Nc1ccc(-c2nnc(SC(C)C(=O)O)n2C)cc1 (stereo unspecified)	1	-16	-6	-11	11	16	86	-0.3	87
COc1cc(-n2c(=O)c3ccccc3n(CC(=O)c3ccc(F)cc3)c2=O)cc(OC)c1OC	-4	-3	-10	-10	-16	-1	111	0.0	107
CN(Cc1cccnc1)Cc1cn(C)nc1-c1cccc(Cl)c1	-10	-7	-4	-5	32	-11	103	-0.3	90
CCOc1ccc(N(CC(=O)N2CCOCC2)S(=O)(=O)c2ccc(F)cc2)cc1	-8	11	-4	-15	21	-2	106	-0.2	111
CCCCN(Cc1cc2cc(OC)ccc2[nH]c1=O)C(=O)COc1ccccc1	3	1	-6	-12	x	x	96	0.2	98
CN1CCc2c(c3c(n2C)CCN(C)[C@H]3c2ccccc2F)[C@@H]1c1ccccc1F	0	10	-6	9	-36	-7	103	x	113
CCC(C)[C@@H](C(=O)N1CCNCC1)n1cc(CCCN=C(N)N)nn1 (stereo partly specified)	-2	3	-1	13	18	2	81	-0.3	80
O=[N+]([O-])c1cc(C(F)(F)F)ccc1Oc1cccnc1[N+](=O)[O-]	7	-2	-9	4	17	35	101	0.0	105
COc1ccccc1C1CCN(C(=O)c2ccc(C(C)(C)C)cc2)CC1	-9	1	-21	-35	x	8	105	-1.3	100
NC(=O)C1(N2CCCCC2)CCN(Cc2nc3ccccc3c(=O)[nH]2)CC1	4	-4	6	-6	26	25	95	0.1	94
CCOC(=O)C(/C=C(\C#N)C(=O)OCC)=C(/N)N1CCN(c2ccc(Cl)cc2)CC1	3	2	3	-28	3	-1	102	0.9	98
CCOCCCNC(=O)C(c1ccc(OC)cc1)N(Cc1ccc2c(c1)OCO2)C(=O)c1cnccn1 (stereo unspecified)	5	-12	0	-31	8	14	94	1.6	92
O=C1CC(c2ccco2)Cc2nc(Nc3ccc(F)cc3)ncc21 (stereo unspecified)	-20	-2	6	-3	-27	19	100	-1.1	100
CCOc1cc(C)nc(N2CCCC(C(=O)NCc3ccccc3F)C2)n1 (stereo unspecified)	-4	-1	-9	-22	-2	-7	94	-2.2	93
CC(=O)c1cccc(NC(=O)c2cccc(S(=O)(=O)N(C)C)c2)c1	2	8	-4	-8	1	5	109	-0.7	107
CCOc1cc(/C=C2/C(=N)N3OC(C)=CC3=NC2=O)ccc1OCCOc1ccccc1	-15	-1	-1	-15	-5	-10	98	-1.7	92

4 neighbouring records already listed, quoted:
SMILES	M18AAP inhibitor	MEKK2 mut-MEK5	GPR7 antag	FID counter	PHOSPHO1 inh	NALP1 inh	MEKK3 PB1 HTS	OXTR agonist	MEKK2wt PB1 HTS
O=C1CC(c2ccco2)Cc2nc(Nc3ccc(F)cc3)ncc21 (stereo unspecified)	-20	-2	6	-3	-27	19	100	-1.1	100
CCOc1cc(C)nc(N2CCCC(C(=O)NCc3ccccc3F)C2)n1 (stereo unspecified)	-4	-1	-9	-22	-2	-7	94	-2.2	93
CC(=O)c1cccc(NC(=O)c2cccc(S(=O)(=O)N(C)C)c2)c1	2	8	-4	-8	1	5	109	-0.7	107
CCOc1cc(/C=C2/C(=N)N3OC(C)=CC3=NC2=O)ccc1OCCOc1ccccc1	-15	-1	-1	-15	-5	-10	98	-1.7	92

Further compounds.
SMILES	M18AAP inhibitor	MEKK2 mut-MEK5	GPR7 antag	FID counter	PHOSPHO1 inh	NALP1 inh	MEKK3 PB1 HTS	OXTR agonist	MEKK2wt PB1 HTS
O=C(Nc1cc(Br)ccc1O)c1cc(-c2cccs2)on1	-10	-10	7	2	6	6	96	-0.1	96
CON1C(=O)C(=O)N(OC)C2CCCCCC21 (stereo unspecified)	-2	8	-4	-11	3	23	101	-0.7	111
COc1ccccc1C1CCN(Cc2c(C)[nH]c3ccccc23)CC1	0	9	-8	8	-6	22	97	6.1	106
Cc1c(NC(=O)c2nn3c(C(F)(F)F)cc(-c4ccccc4)nc3c2Br)c(=O)n(-c2ccccc2)n1C	4	-2	-7	-6	-16	35	99	-1.9	95
COC(=O)c1ccccc1NC(=O)N1CCN(Cc2ccco2)CC1	0	-2	-16	-21	8	0	99	-0.8	95
Cc1c(C(=O)NCCO)sc2nc3n(c(=O)c12)CCC3	3	5	-19	1	46	-6	104	1.4	100
O=C(NCc1ccc(F)cc1)C(c1ccco1)N(C(=O)c1csnn1)c1ccccc1 (stereo unspecified)	10	0	-10	-26	35	2	103	1.1	103
C#CCOCCOCCOCCNc1nc(N2CCN(C(=O)Cn3cc(CCCCN)nn3)CC2)nc(N2CCN(C(=O)[C@H](C)n3cc(CCCN=C(N)N)nn3)CC2)n1	-1	9	-5	18	-23	19	97	x	102
CC(=O)NC1(C2CCCCC2=O)CCCCC1 (stereo unspecified)	-6	-9	-3	5	3	0	94	1.2	96
O=C(CCS(=O)(=O)c1cccs1)Nc1ccc(C(=O)NC2CCN(Cc3ccccc3)CC2)cc1	8	18	-7	9	-3	11	101	-0.1	135
COc1ccc2ccccc2c1CN1CCN(C)CC1	-4	0	-3	4	42	8	99	2.0	104
N#Cc1nc(COc2ccccc2)oc1N1CCCC1	-9	x	1	-13	24	15	x	-1.2	x
Cc1cc(C)cc(NC(=O)Nc2ccc(Cl)cn2)c1	1	-3	-3	-3	54	-10	96	-0.5	94
Clc1ncc(CSc2ccccc2)s1	-3	-9	-1	2	30	6	70	-2.7	74
COc1cccc(C(=O)NCC(C)(C)SCc2ccc(F)cc2)c1	7	4	-8	-28	x	5	104	-2.2	108
C/C(=N\NC(=O)C(=O)Nc1cccc(C(F)(F)F)c1)c1ccc(Cl)s1	-8	0	-1	1	1	-33	101	7.6	93
COc1ccc(N(C)C(=O)CCC(=O)Nc2ccc3nc(N4CCOCC4)cc(C)c3c2)c(OC)c1	1	3	-9	-8	23	5	103	-1.6	98
CC1(S(=O)(=O)O)CC(=O)c2ccccc2C1=O (stereo unspecified)	1	2	-8	-3	20	13	96	-0.1	102
O=C1CC[C@@H](CN(Cc2ccccc2)Cc2cn[nH]c2-c2cc3ccccc3o2)N1	3	1	-4	-21	32	-3	108	2.7	103
CC1(C)CC(=O)N(c2cccc(Cl)c2)C(=O)C1	-1	2	-16	1	x	-1	102	0.0	102

Reformatted with two lines to a compound: two of the compounds above
Values run as follows: M18AAP inhibitor	MEKK2 mut-MEK5	GPR7 antag	FID counter	PHOSPHO1 inh	NALP1 inh	MEKK3 PB1 HTS	OXTR agonist	MEKK2wt PB1 HTS
CC(=O)NC1(C2CCCCC2=O)CCCCC1 (stereo unspecified)
  -6	-9	-3	5	3	0	94	1.2	96
COC(=O)c1ccccc1NC(=O)N1CCN(Cc2ccco2)CC1
  0	-2	-16	-21	8	0	99	-0.8	95

(listing goes on)
SMILES	M18AAP inhibitor	MEKK2 mut-MEK5	GPR7 antag	FID counter	PHOSPHO1 inh	NALP1 inh	MEKK3 PB1 HTS	OXTR agonist	MEKK2wt PB1 HTS
COc1ccc(NC(=O)CCC(=O)OCc2ccc([N+](=O)[O-])cc2)cc1	5	0	2	-3	6	-24	100	1.2	101
CCOc1ccccc1NC(=O)C1CCCN(S(=O)(=O)c2cccc3cccnc23)C1 (stereo unspecified)	-3	3	-9	-19	-2	36	102	-1.9	99
COc1cccc(-c2cc(C(=O)N3CCN(c4ncccn4)CC3)c3ccccc3n2)c1	0	x	-2	-31	-13	2	x	-0.9	x
CC1CN(S(=O)(=O)c2cccc(C(F)(F)F)c2)CC(C)O1 (stereo unspecified)	-9	-6	2	-3	16	-15	93	0.4	93
CC1OC2(C)OC(=N)C1(C#N)C(C#N)(C#N)C2c1ccccc1 (stereo unspecified)	-3	-2	-7	-3	-5	18	96	1.5	93
CC1CCCN(C(=O)Cc2ccc(F)cc2)C1 (stereo unspecified)	1	2	-4	4	26	12	103	-0.1	101
CC1(C(=O)OCC(=O)Nc2ccccc2)CC1(Cl)Cl (stereo unspecified)	4	1	-3	0	-3	9	104	-0.1	99
CCN(CCn1cccn1)C(=O)CCc1nnc(CCCc2ccccc2)o1	-3	+	9	-19	1	7	131*	0.0	151*
O=C(COC(=O)c1ccccc1-c1ccccc1[N+](=O)[O-])c1ccccc1	8	5	-6	-3	-2	35	106	-0.1	108
O=C(NCc1ccco1)C1CCCN1C(=O)Nc1ccccc1[N+](=O)[O-] (stereo unspecified)	3	-1	-8	-1	31	8	100	-0.1	100
CCN(CC)C(=O)CN1C(=O)/C(=C/c2ccccc2)SC1=S	-4	5	1	-5	13	x	102	-0.8	97
COc1cc(-c2nnc(COC(=O)c3c4c(nc5ccccc35)CCCC4)o2)cc(OC)c1OC	-7	9	-12	-7	26	-6	102	x	102
Cc1ccn(CC(=O)N/N=C/c2cc([N+](=O)[O-])ccc2O)n1	5	-1	-9	-7	14	27	79	0.7	93
COC(=O)c1nnn(-c2nc(N(C)C)nc(N(C)C)n2)c1C	-15	-5	1	-6	1	33	105	-0.6	100
COc1ccc(CCNC(=O)c2nc3ncccn3n2)cc1OC	3	2	-19	-2	16	14	99	-0.5	100
